# Compound activity (PubChem BioAssay)
# C diff HTS: C. difficile growth inhibitors, primary screen, HTS; hit rate 0.25% among 86,000; Clostridium difficile clinical isolate growth, OD600, 24 h; stronger effect = lower value; growth activity, negative = inhibition, % at 16 µg/mL (by protocol);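 active means mean growth activity at or below -80% and every replicate also at or below -80%; inconclusive means mean at or below -80% but some replicate above -80%; inactive means mean growth activity above -80%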;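 further: 0% = DMSO wells and -100% = levofloxacin 16 µg/mL wells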
# KDM4C inh: inhibitors of GASC-1 (KDM4C) histone demethylase, primary screen, biochemical, single concentration HTS. Lysine-specific demethylase 4C (Homo sapiens), Q9H3R0. GST-KDM4C 2-372, H3K9me3 peptide, LANCE TR-FRET. inhibition, % at 12.5 µM. hit rate 0.15% among 96,000. AID 720574, 2013;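 active means mean replicate inhibition above about 25%, with at least 55% of replicates also reaching it, limit read from the data, passing the limit was not always enough; inconclusive means only one of those two conditions met; inactive means neither condition met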
# Target sequence (Q9H3R0 2-372 limits assumed): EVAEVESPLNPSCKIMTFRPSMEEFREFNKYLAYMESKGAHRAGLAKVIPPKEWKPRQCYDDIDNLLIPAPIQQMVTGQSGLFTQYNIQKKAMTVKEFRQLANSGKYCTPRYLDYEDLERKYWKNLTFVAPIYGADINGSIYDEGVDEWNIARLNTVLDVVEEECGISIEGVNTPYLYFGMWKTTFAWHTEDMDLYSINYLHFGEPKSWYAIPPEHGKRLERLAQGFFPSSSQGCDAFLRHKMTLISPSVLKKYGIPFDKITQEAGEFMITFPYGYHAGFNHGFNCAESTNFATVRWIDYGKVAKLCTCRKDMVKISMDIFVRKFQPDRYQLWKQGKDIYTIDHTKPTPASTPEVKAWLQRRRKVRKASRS
#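 Material: GST-tagged GASC-1 (JMJD2C) catalytic fragment, aa 2-372. Input: enzyme final amount 10 nM. Medium: HEPES buffer, pH 7.5, plus ascorbate. Reagent: H3K9me3 peptide substrate, Fe(II), 2-oxoglutarate. Doses: single dose. Times: reaction 30 min RT, detection step 1 h RT. Measured by: LANCE TR-FRET. Evaluation: Fall in 671/618 emission ratio as inhibition.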
# Pf Dd2 inh: P. falciparum Dd2 growth inhibitors, primary screen, SYBR Green fluorescence, single dose replicates; 72 h; stronger effect = lower value; activity change, % at 10 µM; hit rate 2.3% among 94,000; AID 1159554, 2015; in the data active means activity change below about -80%; inconclusive means no clear call, values can overlap the other calls
# T cruzi growth: T. cruzi intracellular proliferation inhibitors, primary screen, cell-based, beta-gal Tulahuen parasites, NIH3T3 host, luminescence. T. cruzi beta-gal in NIH3T3, GalScreen luminescence, 90 h. inhibition, % at 8.34 µM. hit rate 5.9% among 77,000;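 active means mean inhibition above about 93%, with at least 55% of replicates each passing it, limit read from the data, passing the limit was not always enough; inconclusive means only one of those two conditions holds; inactive means neither condition holds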
# * hit, by the source's call; u = inconclusive; x = not tested or not shown; & = joins results of further samples. This is a random part of the collection; overall some 7% were active at least once.
SMILES,C diff HTS,KDM4C inh,Pf Dd2 inh,T cruzi growth
C[C@H]1CN([C@@H](C)CO)C(=O)c2cc(C#CCN(C)C)cnc2O[C@H]1CN(C)C(=O)c1cccnc1,5,3.2,13,-36
CO[C@H]1CC[C@@H]2CCOc3ccc(C#N)cc3C(=O)N(C)C[C@@H](OC)[C@@H](C)C(=O)N(C)C[C@H]1O2,-4,0.0,x,6
CO[C@H]1CN(C)C(=O)c2cc(NC(=O)c3ccccc3)ccc2OC[C@H](C)N(C(C)=O)C[C@@H]1C,x,1.2,36,-35
O=C(C[C@@H]1CC[C@H](NC(=O)CC2CC2)[C@H](CO)O1)NCc1ccc(Cl)cc1,x,-0.4,-10,-56
COc1ccc(S(=O)(=O)N(C)C[C@H]2Oc3ccc(NC(=O)Nc4ccc(F)cc4)cc3CC(=O)N([C@@H](C)CO)C[C@@H]2C)cc1,-18,-1.8,-37,20
CCC(=O)N1[C@H](CO)[C@H](c2ccc(C#CC3(O)CCCC3)cc2)[C@@H]1CNC(C)=O,0,-0.4,0,x
C[C@H]1CN([C@@H](C)CO)S(=O)(=O)c2ccc(C#CC3CC3)cc2O[C@@H]1CN(C)C(=O)c1ccccc1,-7,-0.8,-51,99*
O=C(C[C@H]1C[C@@H]2c3cc(NC(=O)c4cccnc4)ccc3O[C@@H]2[C@@H](CO)O1)NCc1cccnc1,x,2.8,-9,-2
O=C(NCC[C@@H]1CC[C@H](NS(=O)(=O)c2ccc(Cl)cc2)[C@H](CO)O1)c1ccccc1F,1,0.5,-17,36
C[C@@H](NC(=O)N(C)C[C@H]1OCc2ccccc2-c2c(n(C)c3ccccc23)C(=O)N([C@@H](C)CO)C[C@@H]1C)c1ccccc1,-1,3.2,-61,18
COc1cccc(-c2ccc([C@H]3[C@H]4CNCC(=O)N4[C@H]3CO)cc2)c1,6,1.4,18,x
COc1ccc(C#Cc2ccc([C@H]3[C@H]4CN(Cc5ccncc5)CCCCN4[C@H]3CO)cc2)cc1,-4,0.7,-58,50
CO[C@@H](CN(C)Cc1cc(F)ccc1F)[C@@H](C)CN([C@H](C)CO)S(=O)(=O)c1ccc(C)cc1,x,0.3,-38,44
Cc1cccc(-c2ccc([C@@H]3[C@@H](CO)N4C(=O)CN(C(=O)Cc5ccccn5)C[C@H]34)cc2)c1,-6,-2.3,-22,x
CC(C)NC(=O)N(C)C[C@@H]1OCCCC[C@H](C)Oc2ccc(NC(=O)Cc3ccccc3)cc2C(=O)N([C@H](C)CO)C[C@@H]1C,-1,-2.6,-29,33
O=C(C[C@H]1C[C@@H]2c3cc(NC(=O)Nc4ccc(C(F)(F)F)cc4)ccc3O[C@@H]2[C@H](CO)O1)NCc1ccc2c(c1)OCO2,2,-1.7,-2,62
COc1ccc2c3c(n(C)c2c1)[C@@H](CO)N(C(=O)CN1CCOCC1)CC31CN(C)C1,-3,-0.3,11,x
C[C@@H]1CN([C@@H](C)CO)C(=O)c2cc(NS(=O)(=O)c3cccs3)ccc2O[C@H]1CN(C)Cc1ccc2c(c1)OCO2,x,0.9,16,7
COC(=O)C[C@H]1CC[C@H]2[C@H](COc3ccc(NS(=O)(=O)c4ccc(F)cc4)cc3C(=O)N2C)O1,-8,-0.9,26,97*
CCCNC(=O)C[C@@H]1CC[C@@H]2[C@H](COc3ccc(NC(=O)NC(C)C)cc3C(=O)N2C)O1,-1,-0.1,5,20
CO[C@@H]1CN(C)C(=O)c2ccc(NC(=O)Nc3ccccc3F)cc2OC[C@@H](C)N(C(C)=O)C[C@@H]1C,x,0.2,-26,-24
COc1ccccc1NC(=O)N1CCCCN2[C@H](C1)[C@@H](c1ccc(C#CC3CCCC3)cc1)[C@@H]2CO,12,0.9,-8,-9
C[C@@H]1CN([C@@H](C)CO)C(=O)Cc2cc(NS(=O)(=O)c3ccc(F)cc3)ccc2O[C@@H]1CN(C)Cc1ccc2c(c1)OCO2,-11,0.1,0,86
C[C@@H]1CN([C@H](C)CO)C(=O)c2cc(NC(=O)Nc3cccc4ccccc34)ccc2O[C@@H](C)CCCCO[C@@H]1CN(C)S(=O)(=O)c1ccc(Cl)cc1,8,-0.3,-85*,37
C[C@H]1CN([C@@H](C)CO)C(=O)c2cc(C#Cc3ccncc3)cnc2O[C@@H]1CN(C)CC1CCCCC1,4,-1.1,-13,5
C[C@@H]1CCCCO[C@H](CN(C)S(C)(=O)=O)[C@@H](C)CN([C@H](C)CO)C(=O)c2cc(NS(C)(=O)=O)ccc2O1,0,0.2,16,4
C[C@H](CO)N1C[C@H](C)[C@H](CN(C)S(=O)(=O)c2cn(C)cn2)Oc2ccc(NS(C)(=O)=O)cc2C1=O,x,0.2,16,-63
COc1ccc2c3c([nH]c2c1)[C@@H](CO)NCC31CN(C(=O)C2CCCC2)C1,6,-0.8,16,x
Cc1ccccc1S(=O)(=O)N1C[C@@H](O)COC[C@H]2O[C@H](CC(=O)O)CC[C@@H]21,0&-2,-1.4,16,-123
C[C@H]1CN([C@@H](C)CO)C(=O)Cc2cc(NC(=O)CCC(F)(F)F)ccc2O[C@H]1CN(C)S(=O)(=O)c1cccs1,-7,-0.1,3,61

# Arranged by the number under KDM4C inh (high to low): 4 of the compounds above
SMILES,KDM4C inh
C[C@@H]1CCCCO[C@H](CN(C)S(C)(=O)=O)[C@@H](C)CN([C@H](C)CO)C(=O)c2cc(NS(C)(=O)=O)ccc2O1,0.2
C[C@@H]1CN([C@@H](C)CO)C(=O)Cc2cc(NS(=O)(=O)c3ccc(F)cc3)ccc2O[C@@H]1CN(C)Cc1ccc2c(c1)OCO2,0.1
C[C@H]1CN([C@@H](C)CO)C(=O)Cc2cc(NC(=O)CCC(F)(F)F)ccc2O[C@H]1CN(C)S(=O)(=O)c1cccs1,-0.1
C[C@H]1CN([C@@H](C)CO)C(=O)c2cc(C#Cc3ccncc3)cnc2O[C@@H]1CN(C)CC1CCCCC1,-1.1

# Carrying on:
SMILES,C diff HTS,KDM4C inh,Pf Dd2 inh,T cruzi growth
COc1ccc(NC(=O)N(C)C[C@@H]2Oc3ccc(NS(=O)(=O)c4cccs4)cc3CC(=O)N([C@@H](C)CO)C[C@@H]2C)cc1,0,-1.0,15,21
COc1ccc(-c2cnc3c(c2)C(=O)N([C@@H](C)CO)C[C@@H](C)[C@@H](CN(C)Cc2ccccn2)O3)cc1,5,0.6,14,40
C[C@@H]1CN([C@H](C)CO)C(=O)CCCn2nncc2CO[C@H]1CN(C)C(=O)Nc1cccc(C(F)(F)F)c1,-5,0.7,12,-6
C[C@@H]1CN([C@@H](C)CO)C(=O)c2cc(NC(=O)Nc3ccc(F)cc3)ccc2O[C@@H]1CN(C)S(=O)(=O)c1cccs1,x,2.0,7,-170
CN(C)C(=O)C[C@@H]1CC[C@H](NC(=O)NC2CCCCC2)[C@H](CO)O1,-1,0.0,3,x
COc1ccccc1C(=O)Nc1ccc2c(c1)OC[C@H](C)NC[C@@H](C)[C@H](OC)CN(C)C2=O,3,-1.5,22,-4
C[C@@H]1CN([C@@H](C)CO)C(=O)c2cc(NS(=O)(=O)c3cccs3)ccc2O[C@H]1CN(C)Cc1ccc(C(=O)O)cc1,1,1.1,20,22
COc1ccc(CN(C)C[C@@H]2OCCCC[C@@H](C)Oc3ccc(NC(=O)CCCN(C)C)cc3C(=O)N([C@H](C)CO)C[C@@H]2C)cc1,-15,2.1,13,0
O=C(C[C@@H]1C[C@H]2c3cc(NC(=O)NC4CCCCC4)ccc3O[C@H]2[C@H](CO)O1)NCc1ccncc1,x,-1.1,8,-12
COc1ccccc1-c1ccc2n(c1=O)C[C@@H]1[C@@H](CO)[C@H](C(=O)NCC3CC3)N(S(C)(=O)=O)[C@H]21,-7,-1.7,x,-69
Cc1noc(C)c1NC(=O)N(C)C[C@@H]1Oc2ncc(C#CC3CCCCC3)cc2C(=O)N([C@H](C)CO)C[C@@H]1C,-5,-0.3,-1,46
CCCC#Cc1ccc2c(c1)O[C@H](CN(C)Cc1ccccc1)[C@@H](C)CN([C@H](C)CO)S2(=O)=O,1,-1.1,12,x
C[C@H](CO)N1C[C@H](C)[C@@H](CN(C)C(=O)c2ccncc2)OCCCC[C@H](C)Oc2ccc(NS(=O)(=O)c3cccs3)cc2C1=O,x,0.2,-4,x
CCCC#Cc1ccc2c(c1)O[C@H](CN(C)Cc1ccccn1)[C@@H](C)CN([C@@H](C)CO)S2(=O)=O,-8,3.4,x,u
COc1cccc(-c2ccc([C@@H]3[C@H]4CNCC(=O)N4[C@H]3CO)cc2)c1,4,13,-5,x
Cc1ccccc1-c1ccc([C@H]2[C@@H](CO)N3CCCCN(C(=O)Nc4cccc(F)c4)C[C@@H]23)cc1,10,-2.0,23,87
CO[C@@H](CN(C)S(=O)(=O)c1ccc(C)cc1)[C@H](C)CN(Cc1ccccc1Cl)[C@@H](C)CO,x,-0.2,-27,65
C[C@H]1CCCCO[C@@H](CN(C)C(=O)NC2CCCCC2)[C@@H](C)CN([C@@H](C)CO)C(=O)c2cc(NC(=O)Nc3ccc(F)cc3)ccc2O1,11,-1.6,-46,109*
CCC(=O)N1CC2(CN(C(C)=O)C2)c2c([nH]c3cc(OC)ccc23)[C@@H]1CO,-3,-0.1,39,x
O=C(Nc1ccc(F)cc1)N[C@@H]1C=C[C@H](CC(=O)N2CCOCC2)O[C@@H]1CO,x,-1.0,-3,-13

# Complete entries, quoted from the list.
# Record of CCCC#Cc1ccc2c(c1)O[C@H](CN(C)Cc1ccccn1)[C@@H](C)CN([C@@H](C)CO)S2(=O)=O = C diff HTS: -8; KDM4C inh: 3.4; Pf Dd2 inh: x; T cruzi growth: u
# Record of C[C@H](CO)N1C[C@H](C)[C@@H](CN(C)C(=O)c2ccncc2)OCCCC[C@H](C)Oc2ccc(NS(=O)(=O)c3cccs3)cc2C1=O = C diff HTS: x; KDM4C inh: 0.2; Pf Dd2 inh: -4; T cruzi growth: x

# New compounds follow:
SMILES,C diff HTS,KDM4C inh,Pf Dd2 inh,T cruzi growth
CNC(=O)C[C@@H]1CC[C@H]2[C@H](COc3ccc(NC(=O)Nc4cc(C)cc(C)c4)cc3C(=O)N2C)O1,-2,-2.1,6,-12
CN1C(=O)c2cc(NC(=O)c3cc(F)cc(F)c3)ccc2OC[C@H]2O[C@H](CC(=O)O)CC[C@@H]21,-2,-0.2,-14,36
C[C@@H]1CN([C@H](C)CO)S(=O)(=O)c2ccc(/C=C/c3ccccc3)cc2O[C@@H]1CN(C)Cc1cncnc1,-14,-6.9,-1,90
O=C(Cc1ccncc1)NCC[C@H]1CC[C@H](NC(=O)C2CCC2)[C@@H](CO)O1,x,-0.8,14,-25
CNC[C@@H]1Oc2ccc(NC(=O)C3CCCCC3)cc2CC(=O)N([C@H](C)CO)C[C@@H]1C,0,-0.9,0,39
COc1ccc(NC(=O)N(C)C[C@@H]2OCCCC[C@H](C)Oc3ccc(N(C)C)cc3C(=O)N([C@H](C)CO)C[C@@H]2C)cc1,-1,2.5,-1,41
COc1ccc2c3c(n(C)c2c1)[C@@H](CO)N(Cc1ccncc1)CC31CN(C(=O)Cc2ccncc2)C1,3,1.4,-24,x
CO[C@@H]1CN(C)C(=O)c2cc(NC(=O)NC3CCCCC3)ccc2OC[C@H](C)N(CC2CCOCC2)C[C@H]1C,x,0.7,1,x
COc1ccccc1-c1ccccc1[C@H]1[C@@H](C#N)N(C(=O)C2CC2)[C@@H]1CO,-2,0.2,35,x
Cc1ccc(-c2cnc3c(c2)C(=O)N([C@H](C)CO)C[C@@H](C)[C@H](CN(C)C(=O)c2ccncc2)O3)cc1,-1,-0.1,13,20
C[C@H](CO)N1C[C@H](C)[C@@H](CN(C)S(=O)(=O)c2cccc(F)c2)OCc2ccccc2-c2c(n(C)c3ccccc23)C1=O,8,-1.8,-87*,98*
C[C@H](CO)N1C[C@H](C)[C@@H](CN(C)C)Oc2ccc(NC(=O)C3CCCCC3)cc2C1=O,6,-0.9,38,-2
COC(=O)C[C@H]1CC[C@H](NC(=O)Nc2ccc(C(F)(F)F)cc2)[C@H](CO)O1,0,-1.6,21,-28
COc1ccc(NC(=O)N[C@@H]2CC[C@H](CCNC(=O)c3cc(Cl)cc(Cl)c3)O[C@@H]2CO)cc1,x,0.2,-29,13
CC(C)NC(=O)N(C)C[C@@H]1Oc2cc(C#Cc3cccc(F)c3)ccc2S(=O)(=O)N([C@H](C)CO)C[C@H]1C,-23,-3.9,-24,-3
Cc1ccc(-c2ccc3c(c2)O[C@@H](CN(C)CC2CCCC2)[C@H](C)CN([C@@H](C)CO)S3(=O)=O)cc1,3,-1.2,-79,95
COC(=O)N(C)C[C@@H]1OCc2cnnn2CCCC(=O)N([C@@H](C)CO)C[C@@H]1C,x,x,0,2
C[C@H]1CN([C@@H](C)CO)C(=O)c2cc(NC(=O)NC3CCCCC3)ccc2O[C@@H]1CN(C)C(=O)Nc1ccc2c(c1)OCO2,2,0.1,42,-91
COc1ccc(-c2ccc3c(c2)[C@@H]2[C@@H](CCN2S(=O)(=O)c2ccccc2C)[C@@H](CO)N3C)cc1,-3,-0.7,-14,37
